NCOA3 inh – inhibits human SRC3 coactivator. Q9Y6Q9. HEK293 GAL4-SRC3 luciferase reporter, luminescence. inhibition, % at 3.6 µM. actives 0.17% (n = 360,000);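 active means inhibition above a per-campaign cutoff, the mean of all compounds plus 3 SD, cut at about 60% in these data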;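 further: 0% = DMSO-treated cells and 100% = gossypol-treated cells at 36 µM; higher means less SRC3-driven luciferase light from the GAL4 reporter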
NCOA1 inh – inhibits human SRC1 coactivator | HEK293 GAL4-SRC1 luciferase reporter, luminescence | inhibition, % at 3.6 µM | actives 0.12% (n = 360,000) | AID 588354;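 active means inhibition above the campaign mean plus 3 SD, with each screening campaign given its own cutoff, cut at about 60% in these data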;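 further: 0% = DMSO treated cells and 100% = gossypol at 36 µM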
Target sequence (Q15788 whole entry, looked up, the tested form may be a part): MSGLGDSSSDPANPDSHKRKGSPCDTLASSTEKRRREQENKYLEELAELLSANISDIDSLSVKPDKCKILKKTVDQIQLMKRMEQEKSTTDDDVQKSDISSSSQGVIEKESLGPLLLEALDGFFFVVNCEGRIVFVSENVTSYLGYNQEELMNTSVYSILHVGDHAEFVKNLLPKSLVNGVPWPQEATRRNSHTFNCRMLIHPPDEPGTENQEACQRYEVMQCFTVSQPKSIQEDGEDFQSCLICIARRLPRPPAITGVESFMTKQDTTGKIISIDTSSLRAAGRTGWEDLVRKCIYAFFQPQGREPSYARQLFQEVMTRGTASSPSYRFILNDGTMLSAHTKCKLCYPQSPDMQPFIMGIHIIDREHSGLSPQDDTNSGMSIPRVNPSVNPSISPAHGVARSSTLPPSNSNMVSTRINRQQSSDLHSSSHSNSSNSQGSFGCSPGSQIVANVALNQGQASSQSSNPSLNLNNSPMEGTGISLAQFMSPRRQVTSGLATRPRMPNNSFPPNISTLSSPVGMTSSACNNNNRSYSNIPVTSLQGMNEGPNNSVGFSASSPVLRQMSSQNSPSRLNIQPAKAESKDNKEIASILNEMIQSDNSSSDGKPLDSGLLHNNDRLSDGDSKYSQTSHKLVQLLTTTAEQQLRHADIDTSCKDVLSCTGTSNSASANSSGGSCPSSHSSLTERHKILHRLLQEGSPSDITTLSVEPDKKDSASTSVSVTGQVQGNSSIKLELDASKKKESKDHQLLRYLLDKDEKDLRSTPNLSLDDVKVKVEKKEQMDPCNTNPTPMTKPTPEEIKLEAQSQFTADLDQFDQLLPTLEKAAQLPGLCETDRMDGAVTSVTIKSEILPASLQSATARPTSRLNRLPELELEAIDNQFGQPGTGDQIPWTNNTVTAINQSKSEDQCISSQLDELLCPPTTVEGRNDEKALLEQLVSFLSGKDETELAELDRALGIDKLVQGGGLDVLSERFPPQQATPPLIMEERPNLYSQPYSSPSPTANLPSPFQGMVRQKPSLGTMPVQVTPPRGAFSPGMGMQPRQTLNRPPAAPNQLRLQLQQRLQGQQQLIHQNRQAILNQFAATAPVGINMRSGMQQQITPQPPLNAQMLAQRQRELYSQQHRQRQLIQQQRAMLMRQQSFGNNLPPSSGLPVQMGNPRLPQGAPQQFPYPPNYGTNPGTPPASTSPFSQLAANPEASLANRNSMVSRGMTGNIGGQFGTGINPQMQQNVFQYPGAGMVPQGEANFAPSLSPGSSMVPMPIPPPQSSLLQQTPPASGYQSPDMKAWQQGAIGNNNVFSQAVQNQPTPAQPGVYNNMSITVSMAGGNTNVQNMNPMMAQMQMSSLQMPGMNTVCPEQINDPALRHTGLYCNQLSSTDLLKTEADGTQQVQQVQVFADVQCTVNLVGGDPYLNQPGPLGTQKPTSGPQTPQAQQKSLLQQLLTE
EBV LMP1 NFkB – reduces LMP1-driven NF-kappaB luciferase signal | AID 504558 | LMP1-induced NF-kappaB luciferase reporter cells, luminescence | actives 0.69% (n = 350,000) | inhibition, % at 12.5 µM; in the data active means inhibition above about 41%;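 further: 0% = neutral control wells and 100% = reference inhibitor control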
ABHD5 PLIN5 PPI – ABHD5-PLIN5 protein interaction inhibition. Q00G26+Q8WTS1. Split G. princeps luciferase complementation, luminescence, 4 h. inhibition, % at 4 µM. actives 0.78% (n = 360,000);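 active means inhibition above the mean inhibition across every tested compound plus 3 SD, cut at about 22% in these data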;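 further: 0% = DMSO only wells and the 100% control is not disclosed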
LRH-1 inv ag – inverse agonists of human LRH-1 (NR5A2). inhibition, % at 3.6 µM. HEK293T StAR-luciferase reporter, LRH-1 transfected, 24 h. actives 0.13% (n = 360,000). O00482;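 active means inhibition above the mean inhibition of all tested compounds plus 3 SD, cut at about 73% in these data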;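 further: 0% = DMSO wells and 100% = reporter-only cells lacking LRH-1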
COUP-TFII inh – NR2F2 (human) inhibition, primary screen. P24468. HEK293T NGFI-A luciferase reporter, luminescence. inhibition, % at 8.6 µM. actives 0.7% (n = 370,000);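 active means inhibition above a per-plate cutoff, mean inhibition of test wells between control levels plus 3 SD, cut at about 38% in these data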;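 further: cells cotransfected with COUP-TFII expression vector driving the NGFI-A reporter; 0% = median of COUP-TF2 test wells and 100% = reporter-only cells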
MC4R barr agon – agonists of human melanocortin 4 receptor (MC4R) beta-arrestin; AID 540308; actives 0.98% (n = 360,000); U2OS MC4R beta-arrestin complementation, luminescence; percent of melanotan II response, DMSO zero; P32245; activation, % at 8.9 µM;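 active means activation above a per-plate cutoff, the mean activation of sample wells on that plate plus 3 SD, cut at about 8% in these data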
SRC2 inh – human SRC2 (NCOA2) inhibition | AID 651957 | actives 0.17% (n = 370,000) | inhibition, % at 9 µM | HEK293 GAL4-SRC2 luciferase reporter, luminescence | Q15596;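 active means inhibition above the mean inhibition of all tested compounds plus 3 SD, set per campaign, cut at about 52% in these data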;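 further: 0% = DMSO treated cells and 100% = cells given Gossypol at 36 µM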
NOD2-RIPK2 inh – blocks binding of human NOD2 to RIPK2; O43353; CHO BLA complementation NOD2-RIPK2, CCF4 ratio; inhibition, % at 4.98 µM; actives 0.38% (n = 360,000); in the data active means inhibition above about 21%;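 further: 0% = vehicle only and 100% = reference blocker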
MC4R antagonist – human MC4R antagonism in cAMP assay; P32245; MC4R-expressing cells, MTII-stimulated cAMP, LANCE TR-FRET; inhibition, % at 6.5 µM; actives 0.48% (n = 360,000);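 active means inhibition above its plate's cutoff, the mean of tested wells on that plate plus 3 SD, cut at about 29% in these data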;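 further: 0% = Melanotan II alone and 100% = Melanotan II plus saturating MCL0020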
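Assay system: U2OS-MC4R stable cell line; Also added: Melanotan II; Technique: Eu-cAMP/anti-cAMP TR-FRET, emission 671 nm; Times: 30-min compound, 1-h challenge, 1-h detection, room temperature.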
TLR9-MyD88 inh – TLR9-MyD88 interaction inhibition. Q9NR96+Q99836. CHO BLA complementation TLR9-MyD88, CCF4 FRET ratio. inhibition, % at 4.98 µM. actives 0.21% (n = 340,000);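 active means inhibition above the mean over all tested compounds plus 3 SD, cut at about 21% in these data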;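 further: 0% = DMSO only wells and 100% = clavulanate BLA inhibitor control wells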
Numbers without * were called inactive; · = not tested or not shown. This is a subset; count on the stated rates, not on these rows.

smiles	NCOA3 inh	NCOA1 inh	EBV LMP1 NFkB	ABHD5 PLIN5 PPI	LRH-1 inv ag	COUP-TFII inh	MC4R barr agon	SRC2 inh	NOD2-RIPK2 inh	MC4R antagonist	TLR9-MyD88 inh
CCCCN1C(=O)C(CC(=O)NC2CC2)CC(C(=O)N2CCOCC2)=C1C (configuration not stated)	-4	-2	5	-3	9	-17	-1.5	-27	-9	2	-1
CC1=C(C(=O)OC(C)C)C(c2ccccc2)NC(=O)N1C (configuration not stated)	7	-5	-4	4	-2	22	0.6	14	7	8	-10
CC(NC(=O)CSc1n[nH]c(=O)n1C1CC1)C12CC3CC(CC(C3)C1)C2 (configuration not stated)	-1	-7	0	0	-6	20	-1.6	6	7	8	-13
CC(C)=CC(=O)O[C@@H]1Cc2c(ccc3ccc(=O)oc23)OC1(C)C	-9	-7	0	-3	6	14	3.9	-13	1	3	-6
CC(=O)NC(Cc1c[nH]c2ccccc12)C(=O)OCC(=O)N1CCN(S(=O)(=O)c2ccc(Cl)cc2)CC1 (configuration not stated)	14	4	4	1	-5	13	-2.6	11	-10	2	6
C#CC(c1ccccc1)(c1ccccc1)n1ccnc1	-15	-5	10	5	-44	12	-1.1	-11	-3	1	2
COc1cc(OC)c(NS(=O)(=O)c2cc(C(=O)NCCCN3CCOCC3)ccc2C)cc1Cl	4	-79	-3	-5	19	-13	1.2	-11	1	7	1
CC(=O)Cc1nsc(NC(=O)c2ccc(COc3ccccc3)o2)n1	-1	-8	5	-5	-15	-8	-0.8	-10	5	0	-5
Cc1nc(NC(=O)C2CC3CCCC(C2)C3=O)sc1C (configuration not stated)	-13	-47	-14	-2	-42	-30	-1.6	-15	-14	3	6
COc1ccc(S(=O)(=O)NC(C)C(=O)Nc2cccc([N+](=O)[O-])c2)cc1 (configuration not stated)	10	19	13	-2	-15	3	-2.2	-8	-8	-3	8
CN(C)C(/C=C/Nc1cccc([N+](=O)[O-])c1)=C(C#N)C#N	-11	-21	-21	2	-13	14	-2.2	2	-16	-2	7
CCS(=O)(=O)c1ncc(Cl)c(C(=O)Nc2ccccc2OC)n1	-28	-23	-19	8	5	8	-0.3	-18	16	0	11
Cc1ccc2nc(Cl)c(/C=N/NC(=O)CN3CCOCC3)cc2c1	18	5	5	0	-17	-8	-0.9	3	-2	7	-7
CCCC(=O)NC(=S)Nc1cccc(C(C)=O)c1	-22	-8	1	3	-13	-21	-1.1	-24	10	1	-6
Cc1ccc(SCc2ccc(C(=O)N3CCCC3)cc2)cc1	-37	-24	-17	0	-58	-8	-1.6	-64	1	1	7
O=C(Nc1cccc(F)c1)Nc1ccnn1C1CCN(C(=O)c2cscn2)CC1	0	-17	-14	1	8	-15	-1.7	-8	-5	2	-6
COc1cc(C2C(C#N)=C(N)Oc3cc(O)ccc32)cc2c1OCO2 (configuration not stated)	11	1	-3	10	9	-24	-1.2	-41	2	4	-6
O=C(CCCN1CCC(NC(=O)c2ccccc2)CC1)c1ccc(Cl)cc1	-6	4	2	-3	-13	12	-1.4	-17	0	5	-4
Cc1ccc(N/N=C/c2c(C)c(C#N)c(=O)n(C)c2O)cc1C	-14	-9	2	-8	-1	13	-1.1	3	5	0	-2
O=C(O)Cc1cccc2c(=O)cc(-c3ccccc3)oc12	15	-5	·	5	-19	-9	·	18	-7	·	·
C=CCN(CC=C)C(=O)CN1C(=O)NC(C)(c2ccc3cc(OC)ccc3c2)C1=O (configuration not stated)	5	-16	5	-3	10	21	-0.6	-11	0	-1	3
Cc1ccc(OCCn2nnc3ccccc32)cc1C	-94	-95	-20	-2	-125	-12	-1.2	-53	-4	0	5
CC(C)(C)CC(=O)Nc1cccc(-c2cn3cccnc3n2)c1	-54	-77	-21	2	-102	-5	-0.4	-53	-2	-1	-5
Cc1ccc(NC(=O)C2Cc3ccccc3CN2C(=O)c2ccccc2)cc1Cl (configuration not stated)	-1	-10	0	-8	-3	-2	-0.6	-9	-3	1	-2
CC(=O)Nc1ccc2ccccc2c1	-75	-60	-9	7	-25	·	-1.5	·	1	6	2
COc1cccc(CN(C)C(=O)C2CSC3(C)CCC(=O)N23)c1OC (configuration not stated)	-4	-9	0	-5	-3	8	-3.4	-3	1	1	11
CN(C)S(=O)(=O)N1CCN(c2ccc(Cl)cc2)CC1	-4	0	-5	5	-9	-3	-1.5	-24	12	1	10
CCCCn1nnnc1C(c1ccccc1)N1CCN(c2cccc(C(F)(F)F)n2)CC1 (configuration not stated)	·	·	·	-13	3	7	·	13	-14	·	·
C=CCNc1ncnc2c1ncn2C1OC(CO)C(O)C1O (configuration not stated)	-2	-42	5	5	-17	-20	-3.5	-14	-5	25	-10
CCCc1nc(SC)[nH]c(=O)c1C	-3	-4	-2	-1	-11	7	-0.5	11	1	10	-5
CCOC(=O)CSCC(=O)Nc1cc(C)ccc1C	-9	-4	7	-22	10	·	0.2	·	-5	10	0
COc1cc(C2C3CN(C)CC=C3C(C#N)=C(N)C2(C#N)C#N)ccc1OC(C)C (configuration not stated)	-24	7	1	5	9	-14	-1.2	-27	-7	3	-11
Cc1ccsc1/C=N/NC(=O)Cc1ccc([N+](=O)[O-])cc1	6	-9	2	2	-2	24	-3.0	12	1	5	-1
CCS(=O)(=O)N1CCCC(C(=O)NCCCN2CCCC2=O)C1 (configuration not stated)	8	-12	1	-4	13	10	-1.5	-32	-4	14	3
CCOc1cccc(-n2nnnc2-c2ccc(OC)cc2)c1	33	5	10	0	27	-3	-0.3	-9	-11	-16	7
Cc1cc(=O)[nH]c(SC(C)C(=O)Nc2cccc3ccccc23)n1 (configuration not stated)	-11	23	-6	-11	-11	-9	-0.3	-28	-9	8	-6
O=C(NCCc1nc2ccccc2[nH]1)/C(=C/c1ccc2c(c1)OCO2)NC(=O)c1ccccc1Cl	-2	-15	0	0	21	10	-0.8	-3	-4	13	-1
Cn1cccc1/C=N/NC(=O)CSc1nc2ccccc2[nH]1	2	21	·	5	3	-26	3.7	-14	-13	1	·
O=C(O)c1cnn(-c2nc(-c3cccc([N+](=O)[O-])c3)cs2)c1C(F)(F)F	-3	8	0	11	5	17	0.1	2	10	33*	-1
Cc1ccc(CS(=O)(=O)Cc2ccc(C(=O)NCc3ccco3)o2)cc1	30	2	8	2	-4	-13	0.6	1	2	-4	7
COc1ccccc1NCCC#N	-21	-11	5	-5	-6	-3	-0.3	0	3	8	0
Cc1ccc(S(=O)(=O)NCCN=C(CN2CCCC2)NS(=O)(=O)c2ccc(C)cc2)cc1	-2	1	1	-1	7	6	-0.1	11	-1	4	-9
Cc1nn(-c2cccc(Cl)c2)c2c1C(c1ccncc1)C(C#N)=C(N)O2 (configuration not stated)	13	-15	3	-11	15	4	-1.2	1	10	8	-1
C/C(=N/NC(=O)c1ccco1)c1ccc(NC(=O)c2ccc(Br)o2)cc1	-51	-110	-21	-3	-138	-28	-1.4	-55	2	5	7
CC(C)(C)C1=Nn2c(nnc2C2CCCCC2)SC1	1	3	6	-3	5	-2	1.4	7	6	11	-4
Cc1ccc(NC(=O)CN2C(=O)S/C(=C\c3ccccn3)C2=O)cc1C	-48	7	5	0	12	1	-0.5	-14	-13	7	-1
Cc1ccc(OCC(=O)Nc2c3c(nn2C(C)(C)C)CS(=O)(=O)C3)cc1	24	-63	-1	1	11	16	-2.0	4	4	9	4
COc1ccc(-c2csc(/C(C#N)=C\c3ccc(OC)c([N+](=O)[O-])c3)n2)cc1	12	-8	-7	2	-6	10	-2.8	-12	6	0	7
Cc1ccc2c(CC(=O)NCC(C)(C)N3CCOCC3)coc2c1	-3	-7	3	2	5	1	0.8	-9	3	0	-4
Cc1ccccc1NC(=S)N=Nc1c(O)n(C)c2ccc(S(=O)(=O)N3CCOCC3)cc12	14	1	23	5	0	-1	-2.1	12	-6	-4	5
CCOC(=O)c1cnc(/N=C/N(C)C)s1	-3	-16	0	-3	-27	-9	1.8	-8	-3	3	5
Cc1ccc2nc(-c3ccc(N)cc3)sc2c1	-77	-96	24	8	-118	-4	-2.6	-51	-8	11	·

Twelve compounds from above, sorted by length of the SMILES, low to high:
smiles	NCOA3 inh	NCOA1 inh	EBV LMP1 NFkB	ABHD5 PLIN5 PPI	LRH-1 inv ag	COUP-TFII inh	MC4R barr agon	SRC2 inh	NOD2-RIPK2 inh	MC4R antagonist	TLR9-MyD88 inh
COc1ccccc1NCCC#N	-21	-11	5	-5	-6	-3	-0.3	0	3	8	0
CCOC(=O)c1cnc(/N=C/N(C)C)s1	-3	-16	0	-3	-27	-9	1.8	-8	-3	3	5
Cc1ccc2nc(-c3ccc(N)cc3)sc2c1	-77	-96	24	8	-118	-4	-2.6	-51	-8	11	·
CC(C)(C)C1=Nn2c(nnc2C2CCCCC2)SC1	1	3	6	-3	5	-2	1.4	7	6	11	-4
Cn1cccc1/C=N/NC(=O)CSc1nc2ccccc2[nH]1	2	21	·	5	3	-26	3.7	-14	-13	1	·
Cc1ccc2c(CC(=O)NCC(C)(C)N3CCOCC3)coc2c1	-3	-7	3	2	5	1	0.8	-9	3	0	-4
Cc1ccc(CS(=O)(=O)Cc2ccc(C(=O)NCc3ccco3)o2)cc1	30	2	8	2	-4	-13	0.6	1	2	-4	7
Cc1ccc(NC(=O)CN2C(=O)S/C(=C\c3ccccn3)C2=O)cc1C	-48	7	5	0	12	1	-0.5	-14	-13	7	-1
C/C(=N/NC(=O)c1ccco1)c1ccc(NC(=O)c2ccc(Br)o2)cc1	-51	-110	-21	-3	-138	-28	-1.4	-55	2	5	7
Cc1ccc(OCC(=O)Nc2c3c(nn2C(C)(C)C)CS(=O)(=O)C3)cc1	24	-63	-1	1	11	16	-2.0	4	4	9	4
O=C(O)c1cnn(-c2nc(-c3cccc([N+](=O)[O-])c3)cs2)c1C(F)(F)F	-3	8	0	11	5	17	0.1	2	10	33*	-1
Cc1ccc(S(=O)(=O)NCCN=C(CN2CCCC2)NS(=O)(=O)c2ccc(C)cc2)cc1	-2	1	1	-1	7	6	-0.1	11	-1	4	-9

Screening data from PubChem.
